# High-throughput results from PubChem BioAssay.
# Salmonella PhoP GFP: PhoP-dependent GFP reporter repression – Salmonella Typhimurium, primary screen (AID 1863). S. Typhimurium PhoP-regulated promoter GFP reporter, 4 h; higher % means a stronger effect. inhibition, % at 50 µM; hits with a dose series show IC50 in µM. actives 0.16% (n = 300,000);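 active = inhibition over 29.93%, a cutoff 3 SD above the screen mean, later confirmed by dose response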;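 note: 0% = low Mg2+ inducing control and 100% = high Mg2+ repressing control; strong numbers were not always called active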
# Ins promoter up: MIN6 insulin promoter up-regulation; MIN6 insulin promoter-GFP reporter, high-content imaging; stronger effect = higher value; actives 0.3% (n = 190,000); z-score at 5 µM; AID 1625;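 active = z-score above 3 at 5 µM with at least 500 cells counted in the well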
# ER stress rescue: rescue of cells from ER stress-induced death, primary screen, 384-well, CSM14.1, thapsigargin, ATP luminescence (AID 1222). one-dose cellular ATP content (survival), % at 20 µM; EC50 in µM for titrated hits. 190,000 tested, under 10 active. CSM14.1 thapsigargin-induced death rescue, ATP luminescence; higher % means a stronger effect;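 active = EC50 below 50 µM in the dose-response confirmation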;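 note: death triggered by thapsigargin at about 15 µM added after 2 h compound pretreatment; cell ATP read after overnight thapsigargin exposure of roughly 18 to 22 hours; normalized against plate controls of thapsigargin alone and 5% DMSO vehicle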
# West Nile virus CPE: inhibition of WNV-induced cytopathic effect – cell-based, CPE readout (AID 1621). West Nile virus-infected cells, CPE inhibition; higher % means a stronger effect. one-dose CPE inhibition, % at 10 µM; IC50 in µM for titrated hits. actives 0.02% (n = 290,000); in the data active = a potency from the dose series; note: strong numbers were not always called active
# PMI inhibition: MPI inhibition at elevated mannose 6-phosphate – biochemical, fluorescence intensity, high mannose 6-phosphate, primary screen (AID 1220); recombinant PMI enzyme, coupled fluorescence intensity; higher % means a stronger effect; one-dose inhibition, % at 20 µM; IC50 in µM for titrated hits; actives 0.66% (n = 190,000)
# Large T inhibition: SV40 large T antigen inhibitors, biochemical (AID 1903). inhibition, % at 20 µM; hits with a dose series show IC50 in µM. SV40 large T antigen ATPase/helicase inhibition assay; higher % means a stronger effect. actives 0.39% (n = 310,000); in the data active = a potency from the dose series; note: strong numbers were not always called active
# human PMI inhibition: MPI enzyme activity inhibition – biochemical, fluorescence intensity, coupled assay, primary screen (AID 1209). actives 0.42% (n = 190,000). inhibition, % at 20 µM; hits with a dose series show IC50 in µM. purified PMI enzyme, coupled fluorescence intensity; higher % means a stronger effect;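 note: plate controls were DMSO vehicle for no effect and wells lacking substrate for full effect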
# TNAP activation fold: human TNAP enzyme activators, primary screen, biochemical, luminescent, no phosphate acceptor, uHTS (AID 1001). purified TNAP, luminescent activation assay, no phosphate acceptor; higher activation fold means a stronger effect. actives 0.03% (n = 200,000). activation fold at 20 µM, or EC50 in µM where a hit was titrated; in the data active = activation fold from about 3, or a potency from the dose series; inactive = the rest, 99 in 100 with activation fold below about 1.6; note: many of its hits are not listed in these tables
# RSV antiviral HEp-2: RSV antiviral activity via CPE protection, HEp-2 cells, primary 10 µM value included (AID 2391); actives 0.13% (n = 310,000); HEp-2 cells, RSV-induced CPE inhibition; higher % means a stronger effect; CPE inhibition, % at 10 µM, or IC50 in µM where a hit was titrated; in the data active = a potency from the dose series; note: strong numbers were not always called active
# Ins promoter up cell count: also measured in Ins promoter up; calls as there; cell count; measured here: cytotoxicity, nuclei count;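 total cells summed across four imaged fields per well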
# * hit, by the source's call; · = no result given. Cut-off read from the data, not from the text of the source, unless noted: active = inhibition above about 50%; inactive = the rest.
SMILES,Salmonella PhoP GFP,Ins promoter up,Ins promoter up cell count,ER stress rescue,West Nile virus CPE,PMI inhibition,Large T inhibition,human PMI inhibition,TNAP activation fold,RSV antiviral HEp-2
CCCc1cc(=O)oc2c(CN3CCN(C)CC3)c(O)c(Cl)cc12,-2%,-0.21,1169,-0.9%,0.1%,13%,14%,-9%,1.1,0.3%
O=[N+]([O-])C(=C1NCCN1)C(Cl)=C(Cl)Cl,-5%,-0.06,1415,0.8%,0.2%,-11%,29%,-2%,1,-0.4%
Cc1nc2ccc(S(=O)(=O)NCC(=O)N(C)Cc3ccco3)cc2s1,-11%,-0.13,1249,·,-0.4%,7%,17%,8%,1.1,-0.6%
COc1ccccc1NC(=O)N(Cc1ccco1)Cc1cc2cc(C)cc(C)c2[nH]c1=O,6%,-1.7,1015,2.5%,-0.1%,12%,19%,12%,1,25%
Cc1ccc(S(=O)(=O)N(CCO)Cc2ccccc2)cc1,6%,·,·,·,-0.5%,·,-5%,·,·,-0.2%
CCCn1c(N2CCN(Cc3cccc(C)c3)CC2)nc2c1c(=O)[nH]c(=O)n2C,2%,-1.1,1067,-0.2%,-0.4%,12%,1%,7%,1.1,1.5%
Cc1nn(Cc2ccc(Cl)cc2Cl)c(C)c1NC(=O)c1ccc(COc2cc(Cl)ccc2Cl)o1,-3%,·,·,-0.9%,2.8%,1%,2%,6%,1.1,12%
CCCn1c(SCC(=O)c2c(C)[nH]c(C)c2C(=O)OCC)nc2ccccc21,41%,-0.86,1281,-0.4%,-1.3%,15%,-6%,8%,1,3.2%
O=C(O)c1ccccc1CSc1nc2ccccc2o1,-12%,0.41,1216,-0.6%,0.0%,-1%,5%,-2%,1.1,0.0%
CSc1ccc(CN2CCN(Cc3ccccc3)C(CCO)C2)cc1 (stereo not given),6%,-0.66,1403,0.9%,-0.6%,6%,7%,15%,1.1,-1.8%
O=C(COC(=O)c1ccccc1Br)NCc1ccccc1,12%,0.65,1316,-1.4%,-0.6%,-2%,2%,-6%,1,2.6%
CCn1cc(C(=O)N(C)CC(OC)OC)c(=O)c2cc(S(=O)(=O)N3CCOCC3)ccc21,-7%,·,·,·,-0.2%,·,12%,·,·,2.4%

# In the list so far, these contain a carbonyl joined to an NH by a bond outside any ring:
SMILES,Salmonella PhoP GFP,Ins promoter up,Ins promoter up cell count,ER stress rescue,West Nile virus CPE,PMI inhibition,Large T inhibition,human PMI inhibition,TNAP activation fold,RSV antiviral HEp-2
COc1ccccc1NC(=O)N(Cc1ccco1)Cc1cc2cc(C)cc(C)c2[nH]c1=O,6%,-1.7,1015,2.5%,-0.1%,12%,19%,12%,1,25%
Cc1nn(Cc2ccc(Cl)cc2Cl)c(C)c1NC(=O)c1ccc(COc2cc(Cl)ccc2Cl)o1,-3%,·,·,-0.9%,2.8%,1%,2%,6%,1.1,12%
O=C(COC(=O)c1ccccc1Br)NCc1ccccc1,12%,0.65,1316,-1.4%,-0.6%,-2%,2%,-6%,1,2.6%

# Following part.
SMILES,Salmonella PhoP GFP,Ins promoter up,Ins promoter up cell count,ER stress rescue,West Nile virus CPE,PMI inhibition,Large T inhibition,human PMI inhibition,TNAP activation fold,RSV antiviral HEp-2
Cc1cc(C)c(S(C)(=O)=O)c(Sc2ccc(Cl)cc2)n1,-4%,0.37,1604,-4.7%,-0.2%,5%,17%,2%,1,-0.7%
CC1CCCC(C)N1C(=O)CSc1nc(N)cc(N)n1 (stereo not given),11%,·,·,·,-0.2%,·,3%,·,·,1.0%
COc1ccc(C2CC(c3ccccc3)=NN2c2ccc(S(N)(=O)=O)cc2)cc1OC (stereo not given),-10%,-1.9,1043,-3.2%,-0.2%,10%,-1%,3%,1.4,31%
COc1cccc(N(CC(=O)NCCSc2ccccn2)S(C)(=O)=O)c1,4%,-0.29,911,-0.8%,0.7%,-11%,0%,-10%,1,0.7%
CC(=O)OC1CC(C)(C)N(OC(=O)c2ccc(N)cc2)C(C)(C)C1,-10%,-0.01,1088,-2.0%,0.1%,2%,-4%,4%,1,1.0%
CCOC(=O)c1[nH]c(C)c(CCC(=O)OC)c1C,4%,0,1243,-2.3%,0.4%,0%,-13%,2%,1.1,0.9%
CCn1cc(C(=O)N2CCCC2)c(=O)c2cc(S(=O)(=O)N(C)C)ccc21,2%,-0.74,987,-0.5%,-0.6%,-2%,-2%,0%,1.1,0.2%
Cc1ccc(N2CN(Cc3cccnc3)CNC2=S)c(C)c1,-22%,0.12,1543,0.4%,-0.6%,0%,6%,5%,1.3,1.4%
CN(Cc1ccccc1)C(=O)c1nc2ccccn2c1CN1CCCC1c1nccs1 (stereo not given),10%,-0.28,1443,0.2%,-0.4%,12%,4%,6%,1,0.7%
Cc1ccc(C(C(=O)NC(C)(C)C)N(C(=O)CCC(=O)Nc2ccccn2)c2ccccc2F)cc1 (stereo not given),-1%,·,·,·,0.6%,·,6%,·,·,4.0%
COC(=O)c1cc2c(ccn2-c2ccc(F)cc2)n1C(C)C,0%,-0.36,1542,-1.0%,-1.0%,15%,13%,0%,1,8.9%
Cc1cccc(NCc2nc3ccccc3n2Cc2ccccc2)c1,9%,-0.65,826,0.5%,-0.2%,15%,12%,18%,1.2,1.3%
COc1cccc(OCCn2cc(/C=N/NC(=O)c3ccncc3)c3ccccc32)c1,28%,-0.06,1206,-0.2%,0.2%,9%,6%,6%,1.2,0.4%
CCOC(=O)N1CCN(CCCc2ccccc2)CC1,-1%,·,·,·,-0.6%,·,4%,·,·,0.1%
CCOC(=O)CC(N)c1ccc(OC)cc1 (stereo not given),-2%,-0.57,948,5.2%,0.2%,-5%,0%,-1%,1.1,1.1%

# Compound profiles (already shown).
# `COc1ccc(C2CC(c3ccccc3)=NN2c2ccc(S(N)(=O)=O)cc2)cc1OC` (stereo not given) across the screens: Salmonella PhoP GFP = -10%; Ins promoter up = -1.9; Ins promoter up cell count = 1043; ER stress rescue = -3.2%; West Nile virus CPE = -0.2%; PMI inhibition = 10%; Large T inhibition = -1%; human PMI inhibition = 3%; TNAP activation fold = 1.4; RSV antiviral HEp-2 = 31%
# `CC1CCCC(C)N1C(=O)CSc1nc(N)cc(N)n1` (stereo not given) across the screens: Salmonella PhoP GFP = 11%; Ins promoter up = ·; Ins promoter up cell count = ·; ER stress rescue = ·; West Nile virus CPE = -0.2%; PMI inhibition = ·; Large T inhibition = 3%; human PMI inhibition = ·; TNAP activation fold = ·; RSV antiviral HEp-2 = 1.0%
# `CCOC(=O)CC(N)c1ccc(OC)cc1` (stereo not given) across the screens: Salmonella PhoP GFP = -2%; Ins promoter up = -0.57; Ins promoter up cell count = 948; ER stress rescue = 5.2%; West Nile virus CPE = 0.2%; PMI inhibition = -5%; Large T inhibition = 0%; human PMI inhibition = -1%; TNAP activation fold = 1.1; RSV antiviral HEp-2 = 1.1%
